From PubChem BioAssay
ERb coact inh = blocks coactivator binding to human estrogen receptor beta | AID 633 | Q92731 | inhibition, % at 25.6 µM | hit rate 1.3% among 86,000 | TR-FRET ER-beta LBD / SRC1-Cy5 peptide binding; receptor agonist-loaded with 1 µM estradiol;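 active means compounds whose percent inhibition of the receptor-coactivator binding signal exceeds about 50% in the single-dose screen, limit read from the data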;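 further: 0% = receptor plus peptide wells without compound and 100% = peptide-only wells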
Mac1 fbg inh = CD11b/CD18-fibrinogen binding inhibition; P05107+P11215; K562 CD11b/CD18 adhesion to fibrinogen, ATPlite luminescence; Mn2+ added to activate the integrin; inhibition, % at 10 µM; hit rate 0.54% among 93,000; AID 1497;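 active means primary inhibition of 50% or more at 10 µM, then 40% or more on retest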; further: some results filed as inactive read as strong as hits
MT1-MMP txn act = MT1-MMP promoter transcription activation; hit rate 0.16% among 86,000; HT1080 MT1-MMP promoter luciferase reporter, luminescence, overnight; stronger effect = higher value; activation factor at 10 µM;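 active means activation factor of at least 2 for MT1-MMP transcription at 10 µM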
sEH inhibitor = blocks human soluble epoxide hydrolase activity. P34913. recombinant human sEH enzymatic activity assay. inhibition, % at 2 µM. hit rate 0.34% among 91,000. AID 707; in the data active means inhibition above about 80%; further: values of inactives mirror those of a sister screen read the other way; many of its hits are not listed in these tables
ERa coact pot = enhances coactivator binding to human estrogen receptor alpha. P03372. TR-FRET ERalpha-LBD/SRC-Cy5 coactivator binding, 2 h; 100 = basal binding, no effect. coactivator binding (% of control), % at 25.6 µM. hit rate 1.3% among 86,000. AID 639; in the data active means activity above about 200%;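 further: binding measured in presence of low estradiol as agonist stimulus; 0% = peptide alone without receptor and 100% = receptor with peptide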
Target sequence (P03372 whole entry, looked up, the tested form may be a part): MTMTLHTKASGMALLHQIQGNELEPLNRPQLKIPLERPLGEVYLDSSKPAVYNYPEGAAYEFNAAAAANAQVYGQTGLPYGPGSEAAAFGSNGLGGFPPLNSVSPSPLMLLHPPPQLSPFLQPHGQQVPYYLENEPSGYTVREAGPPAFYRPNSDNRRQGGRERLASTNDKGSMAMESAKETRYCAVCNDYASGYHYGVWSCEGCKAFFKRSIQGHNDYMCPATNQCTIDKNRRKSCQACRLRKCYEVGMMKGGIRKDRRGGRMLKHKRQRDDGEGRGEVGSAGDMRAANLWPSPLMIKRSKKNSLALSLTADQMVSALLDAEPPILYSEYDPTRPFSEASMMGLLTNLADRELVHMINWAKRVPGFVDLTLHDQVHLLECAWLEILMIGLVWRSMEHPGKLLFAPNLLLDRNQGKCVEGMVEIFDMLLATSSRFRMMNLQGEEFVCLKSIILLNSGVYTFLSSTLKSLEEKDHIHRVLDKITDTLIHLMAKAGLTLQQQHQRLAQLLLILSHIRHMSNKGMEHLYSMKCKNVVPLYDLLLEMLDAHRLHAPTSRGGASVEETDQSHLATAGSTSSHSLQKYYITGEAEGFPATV
Candida biofilm = kills Candida albicans biofilms; C. albicans biofilm + clotrimazole, Alamar Blue; inhibition, % at 6 µM; hit rate 0.14% among 85,000;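 active means inhibition above 20%; inactive means inhibition below 20%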;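 further: preformed 24 hr biofilms exposed to compound for 48 hr; 0% = biofilm without compound and 100% = blank killed by clotrimazole plus chlorhexidine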
sEH activator = increases human soluble epoxide hydrolase activity; P34913; purified human sEH enzymatic activity, activator screen; activation, % at 2 µM; hit rate 0.04% among 91,000; AID 717; in the data active means activation above about 37%; further: values of inactives mirror those of a sister screen read the other way
Mac1 fbg enh = increases human CD11b/CD18 adhesion to fibrinogen; AID 1499; activation, % at 10 µM; hit rate 0.07% among 93,000; K562 CD11b/CD18 adhesion to fibrinogen, ATPlite luminescence;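 active means 10 µM primary screen giving 50% or more activity, confirmed by 40% or more on retest at that dose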; further: strong numbers were not always called active; reference of the scale not given here
Smad3 FoxH1 inh = blocks human Smad3 binding to FoxH1 peptide | TR-FRET Smad3/Dy647-FoxH1 peptide binding, europium anti-His | P84022 | AID 630 | hit rate 0.29% among 88,000 | inhibition, % at 25 µM;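 active means compounds that reduce the energy-transfer binding signal between the protein and its labelled peptide by more than half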;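 further: 0% = Smad3 plus labelled peptide maximal FRET and 100% = peptide-only background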
Target sequence (P84022 whole entry, looked up): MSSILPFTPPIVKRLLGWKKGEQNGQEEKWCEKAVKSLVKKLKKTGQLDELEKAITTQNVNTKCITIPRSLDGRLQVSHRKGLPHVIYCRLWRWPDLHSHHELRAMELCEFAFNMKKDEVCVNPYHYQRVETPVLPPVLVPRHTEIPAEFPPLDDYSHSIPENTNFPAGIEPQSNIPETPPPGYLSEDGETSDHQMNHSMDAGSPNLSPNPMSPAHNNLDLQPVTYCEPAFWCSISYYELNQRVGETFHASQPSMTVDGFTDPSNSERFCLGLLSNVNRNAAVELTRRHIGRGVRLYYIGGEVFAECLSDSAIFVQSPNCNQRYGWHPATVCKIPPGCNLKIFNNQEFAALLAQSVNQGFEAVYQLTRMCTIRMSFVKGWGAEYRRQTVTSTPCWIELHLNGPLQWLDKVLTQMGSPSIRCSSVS
* = called active by the depositor; . = not tested or not shown; [ ] = another dose, or the depositor's remark.

SMILES	ERb coact inh	Mac1 fbg inh	MT1-MMP txn act	sEH inhibitor	ERa coact pot	Candida biofilm	sEH activator	Mac1 fbg enh	Smad3 FoxH1 inh
C=CCSc1nnc(NC(=O)CSc2nc(CCC)cc(=O)[nH]2)s1	-1	28	1.1	-6	116[fluorescence artefact?]	-4	4	0	-2
CC(C)(C)NCCCCOc1ccccc1F	7[fluorescence artefact?]	-25	1.1	17	106	3	-16	-3	4
CC(C)[C@@H](C(=O)NCC1CCC(C(=O)O)CC1)n1nnc2ccccc2c1=O (stereo partly specified)	0	10	1.1	43	118	4	-43	0	4
Cc1nnc(SCC(=O)Nc2ccc3c(c2)OCO3)o1	4	-7	1.1	-8	109	1	9	-3	4
CCN(CC)c1ccc(C(=S)N2CCN(c3ccccc3)CC2)cc1	-1	-2	1.2	.	136[fluorescence artefact?]	10	.	-2	4
O=C(NCc1cccs1)C1CCCN(c2nc3ccccc3o2)C1 (stereo unspecified)	1	.	1.1	4	107	8	-4	.	2
CCOC(=O)N1CCC(N2C(=O)c3ccccc3C2Nc2ccc(Cl)cn2)CC1 (stereo unspecified)	-9	-16	1.3	8	108[fluorescence artefact?]	6	-7	-4	-2
CCC(=O)N1CCc2cc(Br)cc(S(=O)(=O)NCC3CCCN3CC)c21 (stereo unspecified)	-4	-2	0.9	.	116	-2	.	3	0
Cc1sc(NC(=O)c2ccco2)c(C(c2cccnc2)N2CCC(C)CC2)c1C (stereo unspecified)	-2	5	1.4	-1	75	7	1	0	31
CCn1c(=S)sc2c(=O)n(-c3ccccc3)c(SC)nc21	-9	2	1	-10	107	-3	7	2	2
CCOC(=O)N1CCC(NC(=O)c2cc(C(=O)NCc3ccc(F)cc3)ccc2CO)CC1	2	0	1.1	0	104	7	1	-4	1
CCc1c(C(=O)NCc2cnn(C)c2)csc1C	-8	.	1	-12	105	7	12	.	10
C/C(=C\c1ccco1)C1Nc2cccc3cccc(c23)N1	44[fluorescence artefact?]	-2	1.5	7	81[fluorescence artefact?]	3	-6	22	9[fluorescence artefact?]
Cn1c(=O)c2c(ncn2CCCc2ccccc2)n(C)c1=O	-17	-2	1	-1	222*	3	0	-2	-8
CCOc1c(C(=O)CC)cc2c(C)cc(=O)oc2c1C	-3	.	1.2	-2	109	-3	4	.	-17

Two compounds from above with just Candida biofilm, Mac1 fbg enh and MT1-MMP txn act:
| Structure | Candida biofilm | Mac1 fbg enh | MT1-MMP txn act |
| --- | --- | --- | --- |
| C=CCSc1nnc(NC(=O)CSc2nc(CCC)cc(=O)[nH]2)s1 | -4 | 0 | 1.1 |
| CC(C)(C)NCCCCOc1ccccc1F | 3 | -3 | 1.1 |

Returning to the listing, repeating the three entries before the break.
SMILES	ERb coact inh	Mac1 fbg inh	MT1-MMP txn act	sEH inhibitor	ERa coact pot	Candida biofilm	sEH activator	Mac1 fbg enh	Smad3 FoxH1 inh
C/C(=C\c1ccco1)C1Nc2cccc3cccc(c23)N1	44[fluorescence artefact?]	-2	1.5	7	81[fluorescence artefact?]	3	-6	22	9[fluorescence artefact?]
Cn1c(=O)c2c(ncn2CCCc2ccccc2)n(C)c1=O	-17	-2	1	-1	222*	3	0	-2	-8
CCOc1c(C(=O)CC)cc2c(C)cc(=O)oc2c1C	-3	.	1.2	-2	109	-3	4	.	-17
CCOc1ccccc1Oc1cn[nH]c1-c1ccc(OC)cc1O	-8	5	1	5	93	6	-6	0	0
Cn1nc(C(F)(F)F)c(/C=N/OC(=O)c2ccccc2)c1SCc1ccc(Cl)cc1	.	-7	.	8	.	.	-9	-5	.
Cc1onc(-c2c(F)cccc2Cl)c1C(=O)NCc1cccs1	-10	-8	1.1	11	122	2	-11	3	0
CC1NC(=O)N(C)C2NC(=O)N(C)C(c3ccccc3)C12 (stereo unspecified)	2[fluorescence artefact?]	-11	1.1	.	110	2	.	-3	5[fluorescence artefact?]
CCOC(=O)c1csc(NC(=O)c2ccccc2)n1	-3	1	1.4	.	101	8	.	0	12
COc1ccc(-c2nnc(SCc3cccnc3)o2)cc1	-8	.	1.6	-10	107	1	11	.	0
Cc1ccc(-n2c(C)cc(C3N=C(N)Nc4nc5ccccc5n43)c2C)c(C)c1 (stereo unspecified)	26	20	1.2	.	53	9	.	-8	11
O=C(Nc1cccc2ccccc12)C1CCN(C(=O)NCc2ccccc2)CC1	-1	1	1.3	6	106	6	-2	-2	4
COc1ccc(-c2nn(C)c3sc(C(=O)NCc4ccco4)cc23)cc1OC	59*[fluorescence artefact?]	0	1.1	.	64[fluorescence artefact?]	-2	.	41	0
Cc1cc(Oc2ccc(Cl)cc2)nc(-c2ccccc2O)n1	-23[fluorescence artefact?]	-24	1.1	-8	101	10	11	7	15
COCCCNC(=O)C1CCN(c2nc(C)cc(C)n2)CC1	-1	0	1.2	.	114	7	.	3	6
COc1nc(OC)nc(N2CCC(NC(=O)C(Cc3ccc(C(C)C)cc3)NC(C)=O)CC2)n1 (stereo unspecified)	-12	-27	1.1	10	115	-1	-6	3	5
O=C(Nc1ccc(Cl)cc1)c1cc2nc(C3CC3)cc(C(F)(F)F)n2n1	10	-3	1.1	4	77	-3	-4	-2	10
O=C(OCn1nnc2ccccc2c1=O)C1=COCCO1	8	6	1.1	.	103	3	.	-2	7
CCc1ccc(NC(=O)c2ccccc2NC(=O)C2CCCO2)cc1 (stereo unspecified)	6[fluorescence artefact?]	-13	1.7	5	114	-2	-2	-4	2
C=CCn1c(N)c(C(=O)NCCC2=CCCCC2)sc1=S	0	-4	1.1	54	58	5	-54	-4	9[fluorescence artefact?]
COc1cc(C)nc(N2CCCC(C(=O)NCC(C)C)C2)n1 (stereo unspecified)	-5	.	1.2	32	116	3	-29	.	6
Cc1cc(C)c(NC(=O)CS(=O)CC(=O)N2CCN(c3ccc(F)cc3)CC2)c(C)c1 (stereo unspecified)	3[fluorescence artefact?]	0	1	11	135	9	-12	-5	9
CCOc1cc(C2CC(=O)Nc3cc(C)c(C)cc32)ccc1O (stereo unspecified)	7[fluorescence artefact?]	4	1.2	-1	109	6	-1	16	-1
CC12CCC(C(=O)NCC3CCCO3)(OC1=O)C2(C)C (stereo unspecified)	24	4	.	-5	106[fluorescence artefact?]	9	6	1	-5
Oc1ccc(C(=S)N2CCCCC2)cc1	-1	-21	.	4	98[fluorescence artefact?]	-1	-4	0	-1
Cc1cccc(C)c1NC(=O)C(NC(=O)c1ccccn1)c1ccc([N+](=O)[O-])cc1 (stereo unspecified)	.	-3	.	2	.	.	0	1	.
COCCNc1oc(-c2ccccc2Cl)nc1C#N	-8	0	.	3	102[fluorescence artefact?]	3	0	0	2
Cc1ccc(-c2c3c(=O)n(C)c(=O)n(C)c3cn2-c2ccccc2O)cc1	-2[fluorescence artefact?]	11	1.1	.	108	-3	.	1	-11
CC(C)(C)N(Cc1ccccc1)C(=O)CSc1nc2ccccc2c(=O)[nH]1	7	-4	1.2	-7	81	8	7	-3	2
CCn1c(CSc2nncn2-c2ccc(OC)cc2)nc2cc(S(=O)(=O)N(C)C)ccc21	11[fluorescence artefact?]	2	1.2	.	104[fluorescence artefact?]	9	.	-6	-2
COc1ccc(Cc2nc(C(=O)Nc3ccc(Cl)cc3)cs2)cc1	-5	97	1.3	20	104	7	-20	-8	-4
CCOC(=O)N1CCN(C(=O)CNS(=O)(=O)c2cccs2)CC1	-9	-9	1.1	-3	88	0	2	-3	-20
COc1ccc(-c2csc(/C(C#N)=C(\O)CSc3nccn3C)n2)cc1OC	8	-5	1.2	5	109[fluorescence artefact?]	11	-3	-2	10
CC(C)(C)n1nc2c(c1NC(=O)c1ccco1)CS(=O)C2 (stereo unspecified)	-1	0	1.2	6	106	-2	-4	-1	1
Cc1ccc2[nH]cc(C(=O)NCc3cccs3)c(=O)c2c1	-5	.	1.3	1	96	9	5	.	2
COc1cc(/C=N/NC(=O)Nc2ccccc2)ccc1OCCOc1ccccc1C	.	-6	.	-10	.	.	13	15	.
CC1C2C(c3ccccc3)N(C)C(=O)N(C)C2N(C)C(=O)N1C (stereo unspecified)	-8	-5	1.1	2	104	10	0	2	1
CCCOc1ccc(N2C(=O)C3C(C(C)C)NC4(C(=O)c5ccccc5C4=O)C3C2=O)cc1 (stereo unspecified)	-7	11	1.3	-6	108	-1	7	-4	6
O=C(Nc1ccccn1)C(=O)N1CCCCC1	-2	.	1.3	-16	95	3	14	.	16[fluorescence artefact?]
CCOc1ccc(N(C(C)=O)C2C=CS(=O)(=O)C2)cc1 (stereo unspecified)	-6	-6	1.1	.	108	3	.	-5	0
O=C(NCCCN1CCOCC1)c1ccc(Cl)c(S(=O)(=O)N2CCCCCC2)c1	.	5	.	26	.	.	-26	-7	.
Cc1ccc(NC(=O)CN2CCc3ccccc3C2)cc1	.	-5	.	1	.	.	-3	-1	.
CCOc1ccc(S(=O)(=O)NC(C)(C)C)cc1-c1nc2c(C(C)(C)C)nn(C)c2c(=O)[nH]1	-10	5	1	-15	83	4	15	-2	6
CCC1=[N+](C)CCn2c(C)ccc21	19	1	1.2	2	65[fluorescence artefact?]	-1	-1	-4	11
COCCCNC(=O)CN(c1ccc(Cl)c(Cl)c1)S(C)(=O)=O	14	1	1	-12	104	4	8	-6	-11
Cc1nc(N)sc1N=Nc1ccc(Br)cc1	-5	6	1.7	-1	89	4	0	5	20
COc1ccc(-n2nnnc2/C=C\Nc2ccccc2C(=O)c2ccccc2)cc1	.	13	.	3	.	.	0	-7	.
Cc1ccc2nnc(Cl)n2n1	-3	-1	1.2	7	122	3	-8	-2	8
CCOC(=O)N1CCC(NC(=O)CSc2cc(=O)n(CC)c3ccccc23)CC1	1	-16	1.1	19	125	9	-21	3	21[fluorescence artefact?]
C=CCn1c(C(CCC(C)C)CC(C)(C)O)n[nH]c1=S (stereo unspecified)	.	-13	.	10	.	.	-8	5	.
CCOCCn1c(SCc2ccc(C)cc2)nc2c1c(=O)[nH]c(=O)n2C	17	-8	1.1	-24	95	11	23	2	-7
CSc1nc2ccccc2cc1/C=C(\C#N)c1ccc(Cl)cc1Cl	.	5	.	-2	.	.	2	10	.
Cc1cccc(NC(=O)c2cnc3sccn3c2=O)n1	20	.	.	4	73[fluorescence artefact?]	2	-4	.	-8
CCCn1c(=NC(=O)c2ccco2)c(C(=O)OCC)cc2c(=O)n3ccccc3nc21	9[fluorescence artefact?]	14	1.1	-7	95[fluorescence artefact?]	10	8	-2	0
COc1ccc(-c2cn3c(C)c(C(=O)NC(C)C)sc3n2)cc1	-4	.	1.1	11	150	8	-12	.	3
Cc1ccc(S(=O)(=O)N2CCCCC2)cc1C(=O)Nc1ncn[nH]1	59*	-11	1.2	.	36	1	.	-4	11[fluorescence artefact?]
CCOc1ccc(C(C(=O)NC2CCCCC2)N(C(=O)c2ccco2)c2ccc(-n3cnnn3)c(C)c2)cc1 (stereo unspecified)	6	.	1.1	1	101	4	4	.	-9
Cc1sc2ncn(CC(=O)OC(C)C(=O)NC(C)(C)C)c(=O)c2c1C (stereo unspecified)	.	-25	1.1	-9	.	.	8	2	.
COC(=O)C(/C=N/OCc1ccc([N+](=O)[O-])cc1)NC(=O)c1ccccc1 (stereo unspecified)	-1	2	.	13	95	6	-10	-4	-2
COc1ccccc1NC(=O)Cn1c(=O)oc2ccccc21	4	-7	1	-13	130	6	11	-2	26[fluorescence artefact?]
CCOC(=O)CSc1nnc(CNC(=O)c2ccco2)n1C	5	0	1.1	7	101	-1	-10	-6	13[fluorescence artefact?]
CC/C=C/C(=O)N1CC2(CC(c3cccc(NC(=O)c4ccccc4)c3)=NO2)C[C@@H]1C(N)=O (stereo partly specified)	.	-8	.	8	.	.	-7	12	.

The list is partial; count on the stated rates, not on these rows.
